mcGAS lum = inhibitors of mouse cGAS; Q8C6L5; inhibition, % at 12.5 µM; 160,000 tested, 0.15% active; AID 1259399; recombinant cGAS, Kinase-Glo ATP depletion luminescence;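 further: 0% = negative control wells and 100% = reference inhibitor with no enzyme activity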
NPYLR7 ag = activates Aedes aegypti NPYLR7 receptor | HEK293T NPYLR7/Galpha15, GCaMP6s calcium fluorescence | 270,000 tested, 0.15% active | AID 1259423 | activation, % at 10 µM; in the data active means activation above about 40%;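 further: 0% = vehicle and 100% = reference agonist at the receptor; some compounds past the cut are filed as inactive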
hcGAS lum = human cGAS inhibition; recombinant h-cGAS, ATP depletion, Kinase-Glo luminescence; inhibition, % at 12.5 µM; 290,000 tested, 0.081% active; AID 1259398;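 further: 0% = vehicle reaction and 100% = reaction without DNA for no activity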
Target sequence (Q8N884 whole entry, looked up): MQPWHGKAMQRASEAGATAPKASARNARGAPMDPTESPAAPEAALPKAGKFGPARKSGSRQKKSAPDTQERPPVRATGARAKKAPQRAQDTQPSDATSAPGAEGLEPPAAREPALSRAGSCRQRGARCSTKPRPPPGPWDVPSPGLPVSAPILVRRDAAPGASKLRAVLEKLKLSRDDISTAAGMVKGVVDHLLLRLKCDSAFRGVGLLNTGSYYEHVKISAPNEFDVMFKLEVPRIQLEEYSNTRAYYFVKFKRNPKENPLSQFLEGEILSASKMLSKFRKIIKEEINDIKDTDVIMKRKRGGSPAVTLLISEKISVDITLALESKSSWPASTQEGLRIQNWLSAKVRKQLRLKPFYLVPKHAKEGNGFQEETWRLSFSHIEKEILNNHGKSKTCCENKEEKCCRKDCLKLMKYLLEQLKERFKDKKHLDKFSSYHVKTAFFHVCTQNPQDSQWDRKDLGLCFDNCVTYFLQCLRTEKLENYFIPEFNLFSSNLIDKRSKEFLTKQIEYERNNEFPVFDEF
* = called active by the depositor; nt = no result given; & = joins results of further samples. Unless noted, no stated cut-off is given here; in the data, active means inhibition above about 40%; inactive means the rest. Outcome played no part in choosing rows; any-hit rate near 0.26%.

SMILES	mcGAS lum	NPYLR7 ag	hcGAS lum
O=C(NN1CCN(Cc2ccccc2)CC1)c1ccc(Cl)cc1	nt	-21	-11
Cc1cc(CC(=O)N2CCO[C@@H]3CCCC[C@H]32)on1	-5	nt	-10
COCCNC(=O)c1cc2nc(-c3ccccc3)cc(C)n2n1	-3	-19	0
CC(=O)N1CCN(C(=O)c2nn(-c3ccc(C(C)C)cc3)c(=O)n(Cc3ccccc3C)c2=O)CC1	-3	1	-3
N#Cc1ccc(-n2ncc3c2CCN(C(=O)c2cccc4[nH]ccc24)C3)cc1	nt	-1	-2
N#Cc1cc(C(=O)c2cc(Br)ccc2O)cn(-c2ccccc2Cl)c1=O	nt	42	-5
CCOC(=O)c1ccc(NC(=O)CSc2ccc(-c3sc(-c4cccnc4)nc3C)nn2)cc1	nt	4	-5
COCc1c(Br)c(C)nc(OCC(=O)N/N=C\c2ccccc2OC)c1C#N	-3	-3	-3
O=C(Cn1cnc2ccccc2c1=O)Nc1nc2c(s1)CCCCC2	nt	-5	-3
COC(=O)CC1C(=O)NC2CCCCC2N1C(=O)NC1CCCCC1 (stereo not drawn)	-5	nt	-3
Cc1cnc2n(c1=O)C(CC(=O)NCc1ccco1)CS2 (stereo not drawn)	nt	0	-2
FC(F)(F)C1CCN(Cc2cc3n(n2)CCNC3)CC1	nt	5	-2
FC(F)(F)c1cnc(Sc2nnc3ccccn23)c(Cl)c1	nt	2	6
O=C(Nc1ccccc1C(F)(F)F)c1cnn2c(C(F)(F)F)cc(-c3ccccc3)nc12	-4	-5	-5
CCn1c(C(C)N(CCN(C)C)C(=O)NC2CCCCC2)nc2ccccc2c1=O (stereo not drawn)	-6	14	-3
O=C1OCC=C1OC(=O)c1ccccc1F	nt	-2	2
CCc1cccc2c(C(CC(=O)NCCCOC)c3ccc(Cl)cc3)c[nH]c12 (stereo not drawn)	-5	24	-3
COC[C@H]1C[C@H]2C[C@@H](Oc3ccccn3)[C@H](N(C)CCN(C)C)[C@]2(O)CO1	-5	10	-11
CCOC(=O)C1CCCN(CC(=O)N2N=C(c3cccc(C)c3)CC2c2cccc(OC)c2)C1 (stereo not drawn)	-6	25	-7
COc1ccc(C(=O)N2CCN(c3cc(Cl)nc(SCC(=O)NCc4ccncc4)n3)CC2C)cc1 (stereo not drawn)	-4	15	-1
CCN(CC)C(=O)C1CCN(C(=O)CC2C(=O)NCCN2Cc2cccc(F)c2F)CC1 (stereo not drawn)	nt	11	1
COc1ccc2cc1Oc1ccc(cc1)C[C@H]1c3c(cc4c(c3Oc3cc5c(cc3OC)CCN(C)[C@@H]5C2)OCO4)CCN1C	nt	-7	-3
CCN(CC)C(=O)Oc1ccc2c(ccn2Cc2ccc(I)cc2)c1-c1cc(C)cc(C)c1	-6	11	-2
O=C1CC(c2ccccc2)CC2=Nc3ccccc3NC(c3cccs3)C12 (stereo not drawn)	5	0	4
Cc1ccc(CN(CCc2c[nH]c3ccccc23)C(=O)CN(C(=O)c2cccc([N+](=O)[O-])c2)C2CC2)cc1	-6	7	-6

Another view of 4 compounds above:
> Cc1ccc(CN(CCc2c[nH]c3ccccc23)C(=O)CN(C(=O)c2cccc([N+](=O)[O-])c2)C2CC2)cc1
  mcGAS lum = -6	NPYLR7 ag = 7	hcGAS lum = -6

> CCOC(=O)c1ccc(NC(=O)CSc2ccc(-c3sc(-c4cccnc4)nc3C)nn2)cc1
  mcGAS lum = nt	NPYLR7 ag = 4	hcGAS lum = -5

> CCn1c(C(C)N(CCN(C)C)C(=O)NC2CCCCC2)nc2ccccc2c1=O (stereo not drawn)
  mcGAS lum = -6	NPYLR7 ag = 14	hcGAS lum = -3

> COCCNC(=O)c1cc2nc(-c3ccccc3)cc(C)n2n1
  mcGAS lum = -3	NPYLR7 ag = -19	hcGAS lum = 0

The results go on.
SMILES	mcGAS lum	NPYLR7 ag	hcGAS lum
Cc1nc2c(C)cccn2c(=O)c1NC(=O)c1cc(Cl)ccc1Cl	nt	5	-7
O=C(O)c1[nH]ncc1CN1CCCC1c1ccccn1 (stereo not drawn)	nt	-4	-6
COC(=O)C1=C(O)/C(=C\c2ccc(O)c([N+](=O)[O-])c2)SC1=Nc1ccc(Cl)cc1	6	-6	3
CCCCCCCOc1ccc(-c2noc(-c3ccc(CC)cc3)n2)cc1	0	0	3
CN(Cc1n[nH]c2c1CCCCC2)S(=O)(=O)NCc1ccccc1	nt	8	-10
CCN(CC)Cc1cnc2c(C(=O)N3Cc4ccccc4C3)cnn2c1	nt	11	-7
COc1ccc2cc(-c3nc4ccccc4[nH]3)c(=Nc3cccc(C#N)c3)oc2c1	nt	1	-5
O=C(CN(Cc1ccco1)C(=O)C=Cc1ccco1)Nc1ccccc1	-7	4	-11
CC(C)(O)C#Cc1ccc(C(=O)NCc2csc(-c3ccccc3)n2)o1	nt	11	-5
CC1(C)O[C@@H]2C[C@@](OCc3ccccc3C#N)(C(=O)NC3CC3)CC(OCc3cccc(OC(F)(F)F)c3)[C@@H]2O1 (stereo partly drawn)	-4	5	-7
Nc1ccc(-c2cc3c(cn2)ncn3-c2ccccc2)cn1	-8	11	-4
Cc1ccc(NCCCNC(=O)C2(O)Cc3ccccc3C2)nc1	-3	-3	-2
O=C(CSc1ncnc2sc3c(c12)CCC3)NC1CCCCC1	nt	-5	4
CC(C)CN(Cc1ccc(OS(C)(=O)=O)cc1)C(=O)c1ccco1	-5	-8	-4
Cc1nc2cc(OCc3cc(C(=O)NCCC4=CCCCC4)no3)ccc2s1	nt	3	-5
COCCn1c(C)cc(O)c(C(c2ccc(F)cc2)N2CCN(c3ccccc3)CC2)c1=O (stereo not drawn)	nt	4	-2
OC(CN1CCOCC1)CN(Cc1c(-c2ccc(F)cc2)noc1N1CCOCC1)CC1CCCO1 (stereo not drawn)	-8	14	-4
CS(=O)(=O)Oc1ccc(/C=C2/C(=N)N3N=C(Cc4ccccc4)SC3=NC2=O)cc1Cl	nt	0	-2
CN(C)C=Nc1nc2ccccc2nc1N1CCOCC1	nt	23	-4
COc1ccc(CCC(=O)NCCc2csc3nc(-c4ccc(OC)cc4)nn23)cc1	-1	5	0
COc1ccc(SCCC(=O)N2CCC3(CC2)CCN(Cc2ccccc2)C3=O)cc1	nt	7	-3
CC=Cc1cc(C(=O)NNC(=O)CSc2ccc(Cl)cc2)cc(OC)c1OC	nt	1	-8
CNc1cncc(-c2ccc(C(=O)N3CCOCC3)cc2)n1	nt	-2	-10
CCOC(=O)c1nc2cc(Cl)c(Cl)cc2nc1N1CCCN(C(=O)COc2ccc(Cl)cc2)CC1	-6	nt	-6
O=C(NC1CCSc2ccccc21)c1cc(C2CC2)[nH]n1 (stereo not drawn)	nt	-2	3

Other records:
SMILES	mcGAS lum	NPYLR7 ag	hcGAS lum
Cc1noc(C)c1C(=O)NC1CCCc2nc(-c3ccccc3)ncc21 (stereo not drawn)	nt	19	-4
Cc1nnc(SCC(=O)c2cc(C)n(Cc3ccco3)c2C)s1	nt	0	-4
Cc1csc(NC(=O)CSc2nc(-c3ccc(F)cc3)nc3c2c(=O)n(C)c(=O)n3C)n1	nt	8	-2
Cc1nc(N2CCN(C(=O)c3c[nH]c4ccccc34)CC2)cc(-n2cccn2)n1	-2	-8	2
Cc1nc(SCc2nc(-c3ccc(Cl)cc3)oc2C)[nH]c(=O)c1C	-8	-7	-7
Cc1ccccc1-c1cnnc(N2CCCC(c3ccccc3)C2)n1 (stereo not drawn)	-9&-1	14&-2	-8&2
Cc1ccc(CN(C)C(=O)c2cc(F)ccc2Br)c(C)c1	nt	-2	-2
COc1cn2c(cc1=O)C(=O)N(CCNC(=O)c1cccc(C)c1)CC2	nt	21	-4
Cc1[nH]c2ccc(S(N)(=O)=O)cc2c1C	nt	2	-5
Cc1ccc(-n2ncc3c(=O)n(NC(=O)Cc4ccc(Cl)cc4)cnc32)cc1C	nt	2	-3
CCNC(=O)NC(=O)Cn1cnc2c1c(=O)n(C)c(=O)n2C	nt	0	-12
NC(=O)NC(=O)CCN1CCN(CC(F)(F)F)CC1	nt	7	3
CCOc1ccc(-c2nnn(CN3CCc4sccc4C3)n2)cc1	nt	4	-2
C=CCn1c(SCC(=O)N2CCNC2=O)nc2ccsc2c1=O	-14	1	-6
COc1ccc(CN2[C@@H]3CC[C@H]2CN(C)C(=O)C3)cc1Cn1cccn1	-9	1	-5
CCc1c(C)nn(-c2ccc(C(=O)Nc3ccc(C)cc3)cc2)c1C	4	2	4
CC[C@@]1(O)C(=O)OCc2c1cc1n(c2=O)Cc2cc3c(CN(C)C)c(O)ccc3nc2-1	nt	88*	-3&-4&-2
CC1CN(CC(=O)NCCNC(=O)CN2CC(C)OC(C)C2)CC(C)O1 (stereo not drawn)	nt	3	-8
Cc1ccc(C(=O)NCC2CCN(Cc3nc4ccccc4[nH]3)C2)cn1 (stereo not drawn)	nt	1	0
Cc1ccc(C2(O)CCN(Cc3cccnc3OCC(F)(F)F)CC2)nc1	nt	6	-5
CCc1ccc(C2c3cccn3CCCN2Cc2ccccc2F)cc1 (stereo not drawn)	-5	0	-5
C=C(C)Cn1c(SCCCCC)nc2c1c(=O)[nH]c(=O)n2C	nt	0	-12
CCCCCCCCCC(=O)Oc1ccc(-c2nc3cc(C)ccn3c2NC(C)(C)CC(C)(C)C)cc1OC	-5	16	-3
COc1ccccc1NC(=O)CCCn1c(=O)oc2cc([N+](=O)[O-])ccc21	-2	12	-8
Cc1ccc(CN(CCN2CCOCC2)CC(O)COCC(C)C)cc1 (stereo not drawn)	-6	11	-7

Two entries drawn at random from the list so far, as already listed:
SMILES	mcGAS lum	NPYLR7 ag	hcGAS lum
Cc1ccc(CN(C)C(=O)c2cc(F)ccc2Br)c(C)c1	nt	-2	-2
Cc1noc(C)c1C(=O)NC1CCCc2nc(-c3ccccc3)ncc21 (stereo not drawn)	nt	19	-4

Following part:
SMILES	mcGAS lum	NPYLR7 ag	hcGAS lum
Cn1cc(CN2CC(OCc3cccnc3)CN(Cc3cccc4ccccc34)CC2=O)cn1 (stereo not drawn)	-25	6	-6
COc1ccc(C(=O)NC(C(=O)N2CCCC2)C2CCN(C(=O)NC(C)C)CC2)cc1 (stereo not drawn)	-6	7	-6
CC(C)=CCC/C(C)=C/C(=O)NC(c1ccc(S(C)(=O)=O)cc1)c1cccc(N(C)C)c1 (stereo not drawn)	-4	-1	-7
CCOC(=O)C1=NNC(C(=O)c2ccccc2)C1c1ccc(Br)cc1 (stereo not drawn)	-7	-12	-5
CCOC(=O)c1ccc(NC(=O)c2sc(NC(=O)c3cccc(Cl)c3)c(C(=O)OCC)c2C)cc1	-6	12	-8
Cn1ccnc1C1CCCCN1C(=O)CCc1nnc(CCCc2ccccc2)o1 (stereo not drawn)	nt	-2	-7
Cc1ncc(CN(C)C(C)C(=O)OC(C)(C)C)s1 (stereo not drawn)	nt	4	-10
Cc1ccc(OCC(=O)Nc2cc(C)nn2-c2nc3c(cnn3-c3cccc(C)c3C)c(=O)[nH]2)cc1	-9	nt	-10
CN(C)c1ccc(NC(=O)C2CCC2)cc1CN(CC1CCCO1)S(C)(=O)=O (stereo not drawn)	-6	15	-8
O=C(CN(CCCN1CCOCC1)C(=O)Nc1ccc(Cl)cc1Cl)N(Cc1ccccc1)Cc1ccco1	-5	5	-8
O=C1CC(NS(=O)(=O)c2ccsc2)CN1CCCc1ccccc1 (stereo not drawn)	-9	21	-6
Cc1cccc(N=Cc2nc(-c3ccccc3Br)oc2O)c1	-4	-3	-3
O=C(CCc1ccc(F)cc1)N1CCC(n2c(Cc3ccccc3)nc3ccccc32)CC1	-1	22	0
CCN1CCN(c2c(CN(CCOC)C(=O)c3ccc(C(F)(F)F)cc3)c(C)nn2-c2ccccc2)CC1	-4	-3	-4
COc1ccc(C(NC(=O)C2CCN(CCOc3ccccc3)CC2)c2ccccc2C)cn1 (stereo not drawn)	nt	2	2
CC(C)n1cnnc1CN(C)C(=O)C1CC2(CCNCC2)CN1 (stereo not drawn)	nt	21	-3
COCCN(Cc1nnc(-c2cccs2)o1)C(=O)COc1ccc(Br)cc1	-9	-1	-6
CCc1nnc(C2CCN(C(=O)Nc3cccs3)CC2)s1	-4	-6	-2
COc1ccc(CC2=NOC(C(=O)NCc3csc(-c4cccs4)n3)C2)cc1 (stereo not drawn)	-11	15	-8
CCCN1CCN(Cc2ccc(C(=O)NC34CC5CC(CC(C5)C3)C4)c(=O)[nH]2)CC1	nt	14	-9
COc1ccccc1C(=O)NCC1Cc2cc(C(C)(C)C)ccc2O1 (stereo not drawn)	-5	22	-4
CCCNC(=O)C(Cc1ccccc1)NC(=O)C1CC(c2ccccc2)=NO1 (stereo not drawn)	-4	nt	1
Fc1ccccc1-c1noc(-c2ccc(-c3cn[nH]c3)nc2)n1	-12	4	-9
O=C(O)C1CC(=O)N(Cc2ccc3c(c2)OCO3)C(=Nc2ccc(Cl)cc2)S1 (stereo not drawn)	nt	10	-1
O=C1NC(=S)N/C1=C/c1ccc(-c2ccc(Cl)c(C(=O)O)c2)o1	-4	1	-4

Additional compounds.
SMILES	mcGAS lum	NPYLR7 ag	hcGAS lum
CCCC(C)(C)C(=O)N1CCC1(C)C(=O)NS(=O)(=O)c1cccc(Cl)c1 (stereo not drawn)	nt	12	-3
CCC(=O)N(CCC(c1ccccc1)C1CCOC(C)(C)C1)Cc1ccccc1 (stereo not drawn)	nt	-7	-9
Cc1nnc(SCC(=O)N2CCc3c([nH]c4ccccc34)C2c2ccccc2C)s1 (stereo not drawn)	nt	4	-4
NC(=Nc1nc2c(c(=O)[nH]1)CCCC2)Nc1ccccc1Sc1ccccc1	-7	3	-6
COc1ccc(S(=O)(=O)N(CC(=O)NCC(O)c2ccccc2)c2ccc(C)cc2)cc1OC (stereo not drawn)	-4	1	0
Cc1cc(C)n(-c2nc(N(C)C)nc(N3CCOCC3)n2)n1	-2	8	0

Source: PubChem
